HT1080-NT tox = kills 2HG-producing HT-1080-NT fibrosarcoma cells; HT-1080-NT fibrosarcoma viability, CellTiter-Glo ATP luminescence, 48 h; Potency, µM (series often up to 46.1 µM), inactives show top-dose activity, negative = less viability, usual class: cytotoxic; hit rate 1.6% among 360,000;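 further: NT is the 2HG producing partner of a matched IDH1 knockdown line; potency means the concentration at half of the fitted maximal effect; 0% = DMSO-treated cells and -100% = media-only wells without cells; nearly all actives have a fitted effect of over 55% in size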
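Fibrosarcoma NT cells, 750 per well in 5% FBS RPMI, were exposed to compound for 48 hours. Viability: CellTiter-Glo luminescence.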
KB-3-1 cytotox = KB-3-1 parental cell cytotoxicity; KB-3-1 viability, CellTiter-Glo ATP luminescence, 72 h; Potency, µM (highest dose often 46.1 µM), for the others: top-dose activity change, negative = cytotoxic, most hits filed as cytotoxic; hit rate 1.4% among 400,000; AID 1347075; further: potency means the concentration at half of the fitted maximal effect; on the % scale 0 is the no-effect control and ±100 the full control effect; nearly all actives have a fitted effect of over 60% in size
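Luminescent ATP read-out (CellTiter-Glo) measures survival of drug-naive KB-3-1 cells after 72 h compound exposure at 37 °C. Titration series was screened from lowest to highest concentration, with DMSO vehicle plates as background controls.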
SW480 rerep = induces DNA re-replication in SW480 colon adenocarcinoma cells | Potency, µM (series often up to 46.1 µM), without a hit: at the top dose re-replication activation, most hits filed as activators | hit rate 1.8% among 340,000 | AID 624297 | SW480 DNA re-replication, Hoechst DNA content imaging, 48 h; further: potency means the concentration at half of the fitted maximal effect; % of control where 0% means no effect; nearly all actives have a fitted effect of over 55% in size
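Per well, 250 cells were exposed to pinned compound for 48 hr. Nuclear DNA was visualised with Hoechst (40 min, 37 C) and total object intensity recorded by fluorescence scanning.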
ATXN viability = viability counter-screen for ATXN expression inhibitors; Potency, µM (highest dose often 56.7 µM), actives largely listed as cytotoxic; hit rate 0.49% among 400,000; AID 651635; S2 cells (HEK-293 line with an ATXN2-luciferase reporter) viability, CellTiter-Fluor protease fluorescence, 24 h; further: potency means the concentration at half of the fitted maximal effect; nearly all actives have a fitted effect of over 40% in size
KB-V1 cytotox = kills drug-selected multidrug resistant KB-V1 cells; hit rate 3.4% among 400,000; Potency, µM (top dose mostly 46.1 µM), without a hit: at the highest dose activity change, negative = cytotoxicity, hits mostly cytotoxic; KB-V1 MDR cells viability, CellTiter-Glo, 72 h; AID 1347076; further: potency means the concentration at half of the fitted maximal effect; on the % scale 0 is the no-effect control and ±100 the full control effect; nearly all actives have a fitted effect of over 60% in size
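KB-V1, DMEM (no phenol red) + 10% FBS; cpd pin-transferred, titration series; 72 h, 37 degrees C; CellTiter-Glo, luminescence. Data normalized, curve-fit.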
ATXN2 expr inh = reduces ATXN2 reporter expression in HEK-293 cells | HEK-293 ATXN2-luciferase reporter, luminescence, 24 h | Potency, µM (highest dose often 57 µM), for inactives: top-dose activity change, negative = inhibition, actives largely listed as inhibitors | hit rate 0.72% among 360,000; further: potency means the concentration at half of the fitted maximal effect; on the % scale 0 is the no-effect control and ±100 the full control effect; nearly all actives have a fitted effect of over 55% in size
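qHTS (up to 57 uM final) was run with 24 h compound exposure of reporter cells at 37 °C. Each well was multiplexed: SteadyGlo luminescence measured ATXN2-luciferase expression after a fluorogenic Gly-Phe-AFC viability readout (25 uM final).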
IL-1B inflam inh = inflammasome signaling inhibition, IL-1 beta readout; THP-1 LPS/ATP IL-1B secretion, AlphaLISA, 16 h; hits give low values; activity change, % at 57.5 µM; hit rate 4.7% among 360,000; in the data active means activity change below about -50%; inconclusive means mostly about -30% to -49%; further: on the % scale 0 is the no-effect control and ±100 the full control effect
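Secreted IL-1B measured by AlphaLISA bead assay after 16 h compound exposure of THP-1 cells; compounds (final up to 57.5 uM) added 1 h before LPS (250 ng/mL) and ATP (1.25 mM) stimulation; lower signal means less secretion.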
HT1080 IDH1KD tx = toxicity to HT-1080 IDH1 knockdown cells (counter line) | HT-1080 IDH1 knockdown viability, ATP luminescence, 48 h | Potency, µM (doses to about 46.1 µM), without a hit: top-dose activity, negative = toxicity, actives largely listed as cytotoxic | hit rate 2% among 360,000 | AID 686971;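 further: potency means the concentration at half of the fitted maximal effect; 0% = DMSO wells and -100% = cell-free medium wells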
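Assay cells: HT-1080 with IDH1 knockdown, 750 per well, RPMI/5% FBS. Exposure: 48 h at 37 °C following 2 h pre-incubation. Read: CellTiter-Glo luminescence; fitted concentration-response, curve class assigned.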
MCF10A rereplic = induces DNA re-replication in MCF 10a normal breast cells. MCF 10A DNA re-replication, Hoechst nuclear intensity, 48 h. Potency, µM (top dose mostly 46.1 µM), without a hit: top-dose activity, positive = re-replication, hits mostly activators. hit rate 2.9% among 350,000; further: potency means the concentration at half of the fitted maximal effect; % of control where 0% means no effect; nearly all actives have a fitted effect of over 50% in size
Numbers without * were called inactive; i = inactive; u = inconclusive; x = not tested or not shown; & = joins results of further samples; [ ] = dose if it differs, or a comment. Unless noted, the call rests on the fitted dose curve; in most records, active means well fitted curve in the direction sought with a large enough effect; inconclusive means small, poorly fitted or top-dose-only effect, or another doubt; inactive means no such curve, though single readings can be large; an effect the other way counts as inactive or inconclusive.

No. | Molecule | HT1080-NT tox | HT1080 IDH1KD tx | MCF10A rereplic | IL-1B inflam inh | ATXN viability | SW480 rerep | ATXN2 expr inh | KB-V1 cytotox | KB-3-1 cytotox
1 | COc1cccc(C(=O)NCC(=O)OC(C)C(=O)NC23CC4CC(CC(C4)C2)C3)c1 (stereo not given) | 5% | 19% | 3% | 4 | i | -5% | -5% | -8% | -1%
2 | O=C1C(=Cc2cccn2-c2ccc(O)cc2)C(=O)c2ccccc21 | 7% | -8% | -5% | 0 | u | -5% | -7% | -3% | 13%
3 | Cc1ccc(C)c(N2CCN(C(=O)Cc3ccc(NC4=NC5CS(=O)(=O)CC5S4)cc3)CC2)c1 (stereo not given) | -17% | -11% | -2% | -1 | i | -2% | -5% | u | 3%
4 | CC(/C=C/c1ccc2c(c1)OCO2)=N\NC(=O)c1ccccc1 | -21% | 0% | 2% | -8 | i | -2% | 12% | u | -25%
5 | CCCN1CCN(CCCNC(=O)c2ccc3c(Cl)c4c(nc3c2)CCCC4)CC1 | u | u | 13% | -56* | u | -23% | u | -13% | -8%
6 | COC(=O)Cn1cnc2c(oc3ccccc32)c1=O | -2% | 7% | 10% | 6 | u | -10% | x | 28% | 0%
7 | O=c1[nH]c2c(c(=O)[nH]1)OCN(Cc1ccccc1)C2 | 1% | 8% | -1% | 19 | i | 1% | 0% | 2% | 6%
8 | Cc1nn(C(=O)Cn2cc([N+](=O)[O-])cn2)c(C)c1Cl | 4% | -2% | -3% | 11 | i | -8% | 3% | 4% | 0%
9 | Oc1ccc(C(c2nnnn2C2CCCCC2)N2CCOCC2)cc1 (stereo not given) | 10% | 15% | 3% | -1 | i | -6% | 4% | -5% | 1%
10 | COC(=O)c1c(NC(=O)c2ccc(Br)o2)sc(C)c1C | 0% | 0% | u | 5 | i | 2% | 4% | 10% | 7%
11 | CC(=O)c1cccc(S(=O)(=O)NCCC(=O)NC2CCCCCC2)c1 | 2% | 8% | -5% | 12 | i | u | 1% | u | 0%
12 | CCOC(=O)c1ccc(NC(=O)c2nc[nH]c2C(=O)NCCCCCNC(=O)OC(C)(C)C)cc1 | -2% | -2% | 20% | -1 | u | -53%[inhibitor] | u | u | u
13 | Brc1ccc2nc(C3CCCCC3)c(Cc3ccsc3)n2c1 | -26% | u | x | 0 | u | x | -12% | 6% | -4%
14 | COc1cc(NC(=O)c2ccc(C)cc2)c(OC)cc1NC(=O)CN1CCCCC1 | u | u | u | u | i | u | 0% | -9% | -20%
15 | COc1cccc(NC(=O)CN2CCC(C)CC2)c1 | -4% | -5% | 1% | -17 | x | -19% | x | -4% | -3%
16 | CCN(CC)CCn1c2ccc(F)cc2c2nc(C)sc21 | -6% | -27% | 25% | u | i | 18% | -32% | -22% | -8%
17 | Cc1cccc(OCCCN2C(=O)C(=O)c3cc(C)ccc32)c1 | -20% | -1% | u | 4 | i | u | 12% | u | u
18 | COc1ccc(CN(Cc2ccc(C(=O)O)cc2)C(=S)Nc2cccc(C)c2)cc1OC | 0% | -2% | 0% | 12 | i | 6% | -12% | u | 9%
19 | O=C(NNC(=O)c1cccc2ccccc12)c1ccc(F)cc1 | -2% | 0% | -2% | -19 | u | 15% | 8% | 0% | 14%
20 | CCCCN=C(N)/C(C(=O)OCC)=C(\O)c1ccc(OC)cc1 | -6% | -1% | 18% | u | i | 15% | -5% | u | -1%
21 | NC(=O)CCCn1c(C(=O)c2ccc(Cl)cc2)c2ccc([N+](=O)[O-])cc2[n+]1[O-] | -25% | -12% | 22% | -10 | 18µM* | u | u | u | u
22 | Cc1nnc(SCc2nnc(-c3cccs3)o2)n1C1CCCCC1 | 5% | 1% | 1% | -7 | i | -34%[inhibitor] | x | u | 2%
23 | CC(=O)Nc1ccc(/C=N/Nc2ccc(C(=O)c3c(C)cc4ccccn34)cc2[N+](=O)[O-])cc1 | 2% | 0% | -2% | -1 | u | -28% | x | 1% | -3%
24 | Cn1c(=O)c(=O)n(C)c2cc(S(=O)(=O)N3CC(=O)N(CCc4ccccc4)C(=O)C3)ccc21 | 0% | -3% | -1% | 0 | i | -2% | x | -5% | 12%
25 | CC1CCCCC1NC(=O)Cn1cc([N+](=O)[O-])ccc1=O (stereo not given) | -3% | 0% | -3% | 7 | i | -10% | x | 0% | -1%
26 | O=C(O)CCC(=O)OCC1CCCCC1 | 10% | 0% | 1% | 12 | i | -2% | 3% | 11% | 0%
27 | CCOc1ccc(C(C)NC(=O)Nc2ccc(F)cc2F)cc1 (stereo not given) | 9% | 4% | 13% | -1 | i | -4% | -11% | 4% | 12%
28 | CCN(C[C@H]1N[C@@](Cc2ccccc2)(C(=O)OC)[C@H]2C(=O)N(C)C(=O)[C@@H]12)C(=O)Nc1ccccc1 | 2% | 0% | -7% | 24 | i | -2% | -3% | 7% | 4%
29 | CCS(=O)(=O)N1CCCC(C(=O)NCCCN(C)Cc2ccccc2)C1 (stereo not given) | 5% | 13% | u | 16 | u | -7% | -14% | 0% | 5%
30 | Nc1nc2sc3c(c2cc1C(=O)NCC(=O)O)CCCC3 | -21% | -18% | -8% | 15 | i | -1% | u | -4% | -2%
31 | COc1ccc(-c2ccc(NS(=O)(=O)c3cc(C)c(C)cc3C)cc2)nn1 | x | x | x | x | u | x | u | 6% | -4%
32 | COc1ccc(CN2CC(C(=O)NCCCN3CCN(Cc4ccccc4)CC3)CC2=O)cc1 (stereo not given) | 22% | 17% | -2% | -3 | i | -4% | 3% | 5% | 7%
33 | COc1cccc(C2c3[nH]c4ccccc4c3CCN2Cc2ncc[nH]2)c1 (stereo not given) | u | -19% | 13% | -29 | i | 6% | -3% | 0% | 1%
34 | Clc1ccc(SCCCCn2cncn2)cc1 | -6% | -2% | 16% | 1 | i | u | 2% | 6% | 1%
35 | CCn1cc(C2Nc3ccccc3C(=O)N2O)c(C)n1 (stereo not given) | 2% | -3% | 1% | -13 | i | -13% | 9% | -14% | -2%
36 | CS(=O)(=O)c1ccc(Cl)c(NC(=O)CNC(=O)c2ccc3c(c2)OCO3)c1 | 7% | 5% | -5% | 39 | i | 5% | 4% | 29% | -8%
37 | C=CCN(Cc1cccc(OC)c1OC)S(=O)(=O)N(C)C | 11% | 6% | 5% | 13 | i | 2% | -2% | -15% | 8%
38 | CCO[C@@H]1OC(C(=O)O)=C[C@H](C)[C@H]1CCCO | 10% | 6% | 3% | 0 | i | u | -2% | -1% | 15%
39 | Cc1ccc2c(c1)N(CCC(=O)NCCCN1CCCC1)C(=O)C(C)O2 (stereo not given) | 5% | 15% | -14% | -19 | u | 0% | 4% | 16% | -3%
40 | O=C(COC(=O)C1CC2C=CC1C2)NCc1ccc(F)cc1 (stereo not given) | 22% | 18% | -3% | 12 | u | -9% | -4% | 5% | 5%
41 | COc1ccc(CN2C(=O)c3oc4ccccc4c(=O)c3C2c2ccc(O)c(OC)c2)cc1 (stereo not given) | 6% | -6% | -7% | -20 | i | -4% | -15% | -4% | 5%
42 | Cc1nnc(Sc2nc3c(c(=O)n(C)c(=O)n3C)n2Cc2ccc(Cl)cc2)s1 | 8% | 1% | u | 20 | i | -708%&-7%[inhibitor] | 3% | u | 2%
43 | CCOC(=O)CSc1ncc(-c2cccc(Cl)c2)cn1 | 10% | -5% | 0% | -1 | i | 5% | -4% | 17% | -2%
44 | CCN(CC)c1ccc(/C=N/NC(=O)CNC(=O)c2ccccn2)cc1 | -2% | -3% | 9% | 16 | i | 5% | -10%[11.3 µM] | -13% | 4%
45 | CCCCC(=O)N=c1sc2cc(S(C)(=O)=O)ccc2n1C | 13% | 20% | -1% | 0 | i | -6% | 1% | 16% | 11%
46 | CCn1c(SCc2nc(-c3ccc(Cl)cc3)no2)nnc1-c1ccco1 | -17% | u | 4% | u | u | -7% | -19% | u | -16%
47 | COc1ccc(C(=O)NCCS(=O)(=O)N2CCC3(CC2)OCCO3)cc1 | 7% | 11% | 0% | 39 | u | -4% | -11% | -38% | 3%
48 | COc1ccc([N+](=O)[O-])cc1NC(=O)c1ccccc1N(C)S(C)(=O)=O | 14% | 5% | -6% | 18 | i | -14% | 11% | 3% | u
49 | O=C(OCC(=O)N1CCCCC1)c1cc(S(=O)(=O)N2CCOCC2)c(Cl)cc1Cl | -1% | 3% | 16% | -59* | i | 1% | -19% | 17% | -16%
50 | Cc1ccc(NC(=O)CSc2nnc(-c3cnccn3)n2Cc2ccco2)cc1 | 4% | -2% | 11% | -19 | i | -3% | -1% | 7.3µM* | -1%
51 | CCSc1nnc(NC(=O)c2ccc3nc[nH]c3c2)s1 | 1% | -4% | 1% | -13 | i | -2% | 36%[activator] | 7% | 20%
52 | O=C(NCCn1cccn1)C1CCC(=O)N(CCc2cccc(F)c2)C1 (stereo not given) | 22% | 5% | -2% | 9 | i | 2% | 2% | 0% | 4%
53 | C/C=C(/C)C(=O)OC1Cc2c(ccc3ccc(=O)oc23)OC1(C)C (stereo not given) | -2% | -1% | 8% | 0 | i | u | -10% | -10% | 0%
54 | CN(C(=O)COC(=O)Cn1cnc2ccccc21)C1CCCCC1 | 0% | -11% | 4% | 12 | i | -7% | -4% | x | x
55 | COc1ccnc(CS(=O)c2nc3cc(C(O)(F)F)ccc3[nH]2)c1OC (stereo not given) | 12% | 20% | -5% | 23 | i | -2% | -7% | -14% | -4%

Complete entries, quoted from the list. Order of screens: HT1080-NT tox	HT1080 IDH1KD tx	MCF10A rereplic	IL-1B inflam inh	ATXN viability	SW480 rerep	ATXN2 expr inh	KB-V1 cytotox	KB-3-1 cytotox
`CCOc1ccc(C(C)NC(=O)Nc2ccc(F)cc2F)cc1` (stereo not given) is listed with 9%	4%	13%	-1	i	-4%	-11%	4%	12%
`COc1ccc(CN2CC(C(=O)NCCCN3CCN(Cc4ccccc4)CC3)CC2=O)cc1` (stereo not given) is listed with 22%	17%	-2%	-3	i	-4%	3%	5%	7%

Assay outcomes deposited in PubChem by National Center for Advancing Translational Sciences (NCATS).
